# Assay outcomes (PubChem)
# E coli Lon inh: inhibitors of E. coli Lon protease; purified E. coli Lon protease, fluorescence polarization; inhibition, % at 7.94 µM; AID 602123; actives 0.42% (n = 360,000); P0A9M0; in the data active = inhibition above about 13%, passing the limit was not always enough;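 also: 0% = enzyme with probe and DMSO and 100% = no enzyme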
# MsrA inhibitor: bovine MsrA inhibition; inhibition, % at 15.5 µM; actives 0.75% (n = 360,000); purified bovine MsrA, absorbance read-out; in the data active = inhibition above about 4.5%;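 also: 0% = vehicle wells with enzyme and 100% = reference inhibitor wells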
# STEP block: STEP (human) phosphatase inhibition; P54829; recombinant STEP, OMFP fluorogenic substrate, fluorescence; inhibition, % at 20 µM; actives 0.25% (n = 360,000);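 active = inhibition at 20 µM, scaled per plate between control wells, above about 37%, limit read from the data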;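 also: 0% = DMSO with enzyme and substrate and 100% = substrate only without enzyme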
#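 Assay system: isolated STEP enzyme / Timing: 20 min at room temperature, dark / Doses: 20 µM, 1% DMSO / Technique: fluorescence intensity, excitation 480 nm, emission 540 nm / Reagent: fluorogenic phosphatase substrate OMFP at 25 µM final / Measure: percent inhibition scaled to no-enzyme and uninhibited-enzyme controls, plate-pattern corrected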
# Scp-1 inhibitor: Scp-1 (human) phosphatase inhibition; inhibition, % at 20 µM; Q9GZU7; AID 493091; actives 0.88% (n = 340,000); Recombinant Scp1, phosphopeptide, malachite green phosphate absorbance;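 active = inhibition above about 50% at 20 µM, limit read from the data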;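 also: plate controls were DMSO wells with enzyme for no effect and wells lacking enzyme for full effect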
#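 System: SCP-1 catalytic domain; Reagent: Phospho 17-mer peptide substrate; Doses: one concentration, 20 µM, with 1.0% DMSO; Incubation: 45 min room-temperature reaction, 5 min colour, 30 min stabiliser; Signal: Phosphate-binding colour reagent, absorbance read at 630 nm.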
# SUMO1-SIM PPI: SUMO1-SIM interaction modulation. actives 0.33% (n = 360,000). SUMO1 binding to a labelled peptide, TR-FRET, 1 h. P63165. inhibition, % at 20 µM; in the data active = inhibition above about 37%
# Target sequence (P63165 whole entry, looked up): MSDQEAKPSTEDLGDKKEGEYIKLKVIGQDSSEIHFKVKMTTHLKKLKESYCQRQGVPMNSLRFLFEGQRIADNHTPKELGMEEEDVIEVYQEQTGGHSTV
# CendR NRP1 mod: modulators of CendR peptide binding to human neuropilin-1. inhibition, % at 25 µM. O14786. actives 0.85% (n = 360,000). FAM-RPARPAR peptide binding to NRP-1, fluorescence polarization;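 active = inhibition or corrected inhibition above about 18%, plus a signal ratio from 0.5 to 1.5, limit read from the data, passing the limit was not always enough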; also: strong numbers were not always called active
# Target sequence (O14786 whole entry, looked up): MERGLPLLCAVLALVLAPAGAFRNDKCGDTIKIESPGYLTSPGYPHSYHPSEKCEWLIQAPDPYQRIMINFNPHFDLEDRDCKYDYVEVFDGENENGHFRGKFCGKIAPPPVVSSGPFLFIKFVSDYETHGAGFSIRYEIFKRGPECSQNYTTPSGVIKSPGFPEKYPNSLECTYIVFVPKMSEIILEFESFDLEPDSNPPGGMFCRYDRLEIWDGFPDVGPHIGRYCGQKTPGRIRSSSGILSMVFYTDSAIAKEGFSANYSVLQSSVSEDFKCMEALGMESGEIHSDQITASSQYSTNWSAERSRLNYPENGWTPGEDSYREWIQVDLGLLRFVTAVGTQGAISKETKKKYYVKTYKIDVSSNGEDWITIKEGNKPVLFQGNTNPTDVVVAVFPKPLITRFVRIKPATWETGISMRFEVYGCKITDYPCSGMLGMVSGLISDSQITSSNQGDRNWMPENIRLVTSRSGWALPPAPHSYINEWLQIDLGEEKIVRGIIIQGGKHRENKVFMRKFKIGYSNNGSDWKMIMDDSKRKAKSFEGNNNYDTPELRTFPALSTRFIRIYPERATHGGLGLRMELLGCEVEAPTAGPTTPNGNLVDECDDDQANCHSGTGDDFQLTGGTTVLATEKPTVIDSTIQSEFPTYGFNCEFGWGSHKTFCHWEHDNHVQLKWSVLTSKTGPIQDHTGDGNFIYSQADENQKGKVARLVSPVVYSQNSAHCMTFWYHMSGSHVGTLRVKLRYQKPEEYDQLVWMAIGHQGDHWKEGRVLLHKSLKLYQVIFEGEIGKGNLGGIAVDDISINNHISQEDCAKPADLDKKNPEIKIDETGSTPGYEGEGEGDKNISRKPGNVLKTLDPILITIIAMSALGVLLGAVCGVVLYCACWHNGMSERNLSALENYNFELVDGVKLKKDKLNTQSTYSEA
# DNMT1 block: DNMT1 (human) enzyme inhibition. P26358. AID 588458. DNMT1 molecular beacon, Hinp1I cleavage, fluorescence. inhibition (reported as % activation of signal), % at 10 µM. actives 0.83% (n = 360,000); in the data active = inhibition above about 50%
# Tb MetRS inh: blocks T. brucei methionyl-tRNA synthetase activity | purified T. brucei MetRS, ATP depletion, Kinase-Glo luminescence | inhibition, % at 11.9 µM | actives 0.4% (n = 360,000) | AID 624268;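 active = inhibition above a per-plate cutoff of the control wells' mean inhibition plus 3 SD, cut at about 5.5% in these data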;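 also: 0% = DMSO wells median and 100% = median of wells with control inhibitor compound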
#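 Assay system: T. brucei methionyl-tRNA synthetase, purified | Medium: HEPES buffer with MgCl2, KCl, DTT, spermine, BSA, pyrophosphatase | Compound: 11.9 µM single point | Incubation: 15 min enzyme-compound preincubation, 2 h reaction, 10 min detection, 25 °C | Measured by: Kinase-Glo luciferase luminescence reporting remaining unconsumed ATP | Measure: % inhibition normalized to control-well medians | Replication: Singlicate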
# LMPTP block: LMPTP (human) inhibition; P24666; recombinant LMPTP-A, OMFP fluorogenic substrate, fluorescence intensity; inhibition, % at 20 µM; actives 0.22% (n = 360,000);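 active = compounds that cut the enzyme signal by at least half of the control window in the single-dose screen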;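 also: plate controls were DMSO wells with enzyme plus substrate for no effect and substrate without enzyme for full effect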
#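 Test system: LMPTP-A, protein tyrosine phosphatase of low molecular weight; Input: 0.625 nM enzyme; Incubation: 50 min dark incubation at room temperature; Signal: endpoint fluorescence intensity from OMFP dephosphorylation; Read-out basis: % inhibition versus control wells.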
# bovine MsrA act: activates bovine MsrA enzyme | purified bovine MsrA, absorbance read-out | activation, % at 10.6 µM | actives 0.3% (n = 360,000) | AID 602163; in the data active = activation above about 7.5%;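 also: 0% = vehicle and 100% = reference activator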
# * marks the source's active call; other numbers are inactive results; . = no result given. This is a random part of the collection, and some 4.3% of all compounds hit somewhere here.
SMILES,E coli Lon inh,MsrA inhibitor,STEP block,Scp-1 inhibitor,SUMO1-SIM PPI,CendR NRP1 mod,DNMT1 block,Tb MetRS inh,LMPTP block,bovine MsrA act
CN(C)S(=O)(=O)c1ccc(NC(=S)NC(=O)c2cccs2)cc1,-3,1.9,4,-6,-1,0,5,-1.4,8.1,-14
Cc1ccccc1NC(=O)N1CCCC1C(=O)NCc1ccccc1 (stereo not drawn),-9,0.1,-3,1,5,4,1,-0.7,-1.7,-3
Cc1c(C(=O)Nc2nccs2)oc2ccc(F)cc12,-3,1.4,0,-5,4,6,23,0.1,1.7,-3
CCOc1ccc(N(C)S(=O)(=O)c2ccc(C)c(C(=O)NCCc3ccc(OC)cc3)c2)cc1,-3,0.1,-2,-5,3,6,-1,-0.1,1.5,-2
N/C(=N\c1nc(CSc2nc3ccccc3s2)cc(=O)[nH]1)Nc1ccc(F)cc1,-2,0.3,1,-2,0,-11,18,-0.2,-0.5,3
OC[C@@H]1[C@@H](c2ccc(F)cc2)C(c2cccc(Cl)c2)=NN1c1ccccc1,6,0.0,-1,-1,2,-25,-18,-0.4,3.3,-2
CN(CCNC(=O)Cn1c(=O)sc2ccccc21)Cc1ccccc1,-2,0.1,-3,-4,1,-4,2,2.6,-0.9,-6
Cc1ccccc1NC(=O)CSc1cn[nH]n1,-6,-0.6,3,-9,6,11,0,-0.6,-1.4,3
CCOc1ccc(N(Cc2cc3ccc(C)cc3[nH]c2=O)S(C)(=O)=O)cc1,-8,0.7,3,-4,-3,1,1,-0.3,0.0,-2
CC(C)CN1C(=O)C(=O)N(CC(=O)c2ccc3c(c2)CCCC3)C1=O,4,-1.4,2,-7,-2,-6,-3,0.1,1.7,2
CCOC(=O)C1=CN(CC)S(=O)(=O)NC1c1cccc(OC)c1 (stereo not drawn),-9,1.1,-2,4,-2,-3,-1,-1.2,-1.5,-1
CCCC(=O)Nc1ccc(C(=O)NCc2ccccn2)cc1,-1,0.6,0,-4,1,-7,0,-0.5,-0.4,-4
COc1cc(/C=N/N(C)C)ccc1OC(=O)c1cccs1,-9,-0.5,10,-3,-9,-5,-2,0.0,1.1,-1
Cc1nc(N/N=C/c2ccc(Br)cc2)cc(N2CCOCC2)n1,-3,1.8,4,-6,6,0,-1,1.3,4.1,-1
O=C(CS(=O)c1cccc(C(F)(F)F)c1)Nc1ccccc1Cl (stereo not drawn),-5,0.5,2,-5,-4,2,4,-0.4,0.3,-4
Fc1ccc(-c2noc(C3CCN(Cc4cccnc4)CC3)n2)cc1,-12,-1.0,1,-9,0,-8,0,-0.8,0.6,-4
CC(C(=O)Nc1ccc(F)cc1Cl)N1CCN(S(=O)(=O)c2cccs2)CC1 (stereo not drawn),-4,-0.2,-2,-2,-6,8,-1,-0.1,1.5,-3
Cc1ccc(-n2c(SCC(=O)Nc3ccc(Cl)cc3)nc(O)cc2=O)cc1,-1,2.0,-1,-5,0,1,-1,0.3,-1.1,-3
COc1ccc2[nH]c(C)c(CCNC(=S)Nc3ccc(F)cc3)c2c1,-5,0.0,-1,-3,-5,13,-3,0.1,1.7,-1
Cc1nc2ccccc2cc1C(=O)N/N=C/c1ccco1,7,0.9,-2,-5,-8,-6,-1,-0.5,-1.3,-2
O=c1c2ccccc2nc2c3ccccc3c(NCc3cccnc3)nn12,-3,-0.2,-2,5,1,3,-1,-0.6,-0.9,-6
O=C1C[C@@H]2CCN3C(=O)CCC[C@@H]([C@H]23)[C@H]1Cc1ccccc1,-3,-0.6,-1,7,0,-2,8,-1.8,-1.7,-2
O=C(Nc1ccc(Cl)cc1)c1ccc(-n2cncn2)c([N+](=O)[O-])c1,-4,1.4,1,-11,-27,-6,-7,42*,-0.4,0
CC(=O)O/N=C/c1c(NCc2ccccc2)nc2c(C)cccn2c1=O,-3,1.0,-1,-7,-16,13,-5,0.8,2.0,-2
CN1CCN(CCOCCOc2ccc(Br)cc2Cl)CC1,-2,0.8,3,-4,2,6,3,0.7,-1.1,-4
O=C(NCc1cccc(F)c1)C1CCC(=O)N(CCCN2CCOCC2)C1 (stereo not drawn),6,0.8,-1,-2,-2,6,1,-0.1,0.2,-1
Cc1nc(SCCC(=O)O)c2cc(-c3ccccc3)sc2n1,-3,-0.7,0,-6,-11,-4,0,0.5,2.2,-1
COC(=O)c1ccc2c(c1C(=O)OC)CN(S(=O)(=O)C(C)(C)C)[C@@H]2CCO,-6,-0.3,1,8,4,-10,-2,0.9,-0.9,-3
CC(Nn1cnnc1)c1cc(Cl)ccc1O (stereo not drawn),5,0.9,3,9,0,8,5,-1.3,1.1,-13
O=C(N/N=C\c1cccc(Cl)c1)c1ccc(Cn2cccn2)o1,-1,0.9,-3,-7,-10,10,0,0.7,-1.9,-5
O=C(CCn1c(=S)[nH]c2ccccc2c1=O)N1CCOCC1,0,0.7,-1,-12,1,11,0,-0.5,-0.9,-2
Cc1cc(C(=O)Nc2nc(-c3ccccn3)cs2)ccc1[N+](=O)[O-],-2,0.8,5,-12,-9,2,-6,0.1,3.1,-2
CC(=O)OCC(=O)C1(O)CCC2C3CCC4=CC(=O)C=CC4(C)C3C(=O)CC21C (stereo not drawn),-5,0.3,3,5,-1,-7,1,-0.1,-1.3,-5
O=C1CN2C(=N1)N(Cc1ccccc1)c1ccccc12,6,1.5,5,0,1,-2,1,0.1,-0.8,0
Cc1cccc2sc(=S)[nH]c12,-4,0.7,-2,.,5,4,-8,-0.7,-0.6,4
O=C(C[n+]1cnn(CC(=O)c2ccc(Cl)cc2Cl)c1)c1ccc([N+](=O)[O-])cc1,6,1.8,1,-1,-24,0,-7,0.8,-1.2,4
O=C(Nc1cccc(S(=O)(=O)N2CCOCC2)c1)C(c1ccccc1)N1CCCCC1 (stereo not drawn),-3,3.6,3,-11,3,7,-4,0.9,-1.5,-2
Cc1ccc(C(=O)N/C(=C\c2ccco2)C(=O)NCCN2CCOCC2)cc1,13,2.1,-1,75*,-4,7,0,-0.3,-2.4,-1
COCCN=C1NN=C(c2cc(C)n(CC3CCCO3)c2C)CS1 (stereo not drawn),3,2.0,1,2,-1,-2,-38,0.6,-0.1,-3
Cc1c(C2Nc3ccccc3NC3=C2C(=O)CC(C)(C)C3)cnn1C (stereo not drawn),144*,2.1,-2,-5,-15,11,-4,-0.5,-1.3,-9

# Taken from above.
# LMPTP block, CC(Nn1cnnc1)c1cc(Cl)ccc1O (stereo not drawn) reads 1.1
# bovine MsrA act, O=C(Nc1ccc(Cl)cc1)c1ccc(-n2cncn2)c([N+](=O)[O-])c1 reads 0

# Arranged by value in MsrA inhibitor (largest number first): some entries from above
compound | E coli Lon inh | MsrA inhibitor | STEP block | Scp-1 inhibitor | SUMO1-SIM PPI | CendR NRP1 mod | DNMT1 block | LMPTP block | bovine MsrA act
O=C1CN2C(=N1)N(Cc1ccccc1)c1ccccc12 | 6 | 1.5 | 5 | 0 | 1 | -2 | 1 | -0.8 | 0
O=C(Nc1ccc(Cl)cc1)c1ccc(-n2cncn2)c([N+](=O)[O-])c1 | -4 | 1.4 | 1 | -11 | -27 | -6 | -7 | -0.4 | 0
Cc1cccc2sc(=S)[nH]c12 | -4 | 0.7 | -2 | . | 5 | 4 | -8 | -0.6 | 4
CC(=O)OCC(=O)C1(O)CCC2C3CCC4=CC(=O)C=CC4(C)C3C(=O)CC21C (stereo not drawn) | -5 | 0.3 | 3 | 5 | -1 | -7 | 1 | -1.3 | -5
COC(=O)c1ccc2c(c1C(=O)OC)CN(S(=O)(=O)C(C)(C)C)[C@@H]2CCO | -6 | -0.3 | 1 | 8 | 4 | -10 | -2 | -0.9 | -3

# Next part:
SMILES,E coli Lon inh,MsrA inhibitor,STEP block,Scp-1 inhibitor,SUMO1-SIM PPI,CendR NRP1 mod,DNMT1 block,Tb MetRS inh,LMPTP block,bovine MsrA act
CCOC(=O)c1sc(NC(=S)NC(=O)c2cccc(Cl)c2)c(C(=O)OCC)c1C,-5,.,-2,-3,0,9,12,-0.9,0.3,-7
COc1ccc(CC(=O)NNC(=O)COc2ccc(Cl)cc2C)cc1S(=O)(=O)N1CCOCC1,-11,-0.9,-4,-4,-4,5,-1,-0.1,0.6,-6
S=C(NCc1ccc(Cl)cc1)NN1CCOCC1,2,-0.2,0,-11,7,2,2,0.5,-2.0,-3
C=CCN1CCN(C(c2cc(OC)ccc2OC)c2nnnn2CC2CCCO2)CC1 (stereo not drawn),-14,0.8,1,-12,0,-1,3,-1.4,-7.7,-3
O=C(N/N=C/C1CC=CCC1)c1ccc(O)cc1O (stereo not drawn),-2,-0.1,-2,-5,3,0,3,-0.3,-2.2,-4
Cc1c(C=O)c(=O)n(-c2ccccc2)n1C,4,0.2,1,-4,2,2,-1,0.4,-2.2,-2
O=C1N(c2ccccc2C(F)(F)F)O[C@@]1(c1ccccc1)C1CCCCC1,4,1.3,-2,5,-20,-1,0,-0.2,0.8,-11
Cc1ccc2[nH]c3c(NCCCN4CCCC4=O)ncnc3c2c1,-2,0.9,-7,1,2,-3,-1,21*,3.2,-3
COc1ccc(CCNC(=O)CNC(=O)c2ccco2)cc1,4,-0.7,-2,-4,-1,10,-1,-0.2,-1.0,-1
COCOCCn1cc(CN2CCS(=O)(=O)N(Cc3ccc(-c4ccc(F)nc4)cc3)C(CC(C)C)C2=O)nn1 (stereo not drawn),5,-0.5,0,.,4,-10,0,-0.9,0.0,-3
Cc1cc(NC(=O)CSc2nc(-c3ccco3)cc(C(F)(F)F)n2)n(-c2ccccc2)n1,3,0.9,3,-9,-10,-17,-1,-0.7,-2.1,-5
CCN1C(=O)C(CC(=O)NCCc2ccccc2)N(NC(=O)c2ccc(Br)cc2)C1=S (stereo not drawn),-2,-0.9,3,.,7,-13,-5,0.0,-1.0,-1
COc1ccccc1NC(=O)CCCN1C(=O)C2CC=CCC2C1=O (stereo not drawn),-5,-0.9,6,-10,0,2,1,-0.1,0.5,-6
CCOC(=O)/C=C1\Nc2ccccc2SC1=O,-8,-0.2,-1,-4,-6,11,-4,-0.2,0.7,-2
O=C(c1ccco1)N1CCN(c2c([N+](=O)[O-])nn(-c3ccc(Cl)cc3)[n+]2[O-])CC1,-1,-0.7,-1,-5,-24,-1,0,-0.4,-2.4,-3
COc1cc(CCCN[C@H](CN)Cc2ccccc2)cc(OC)c1OC,-7,-0.3,0,-3,-12,1,0,-0.3,-2.0,0
CC1CN(c2ccc([N+](=O)[O-])cc2F)CCN1C(=O)c1ccco1 (stereo not drawn),-7,2.6,2,-13,-37,-8,2,-0.1,0.3,1
COn1c(SCc2ccccc2)nc2ccccc2c1=O,-3,0.8,1,-8,2,-4,-2,-0.9,1.1,1
CC1(C)OC(=O)C(=CNc2ncccn2)C(=O)O1,-2,0.4,-4,-11,10,12,0,-0.5,-0.6,-1
Cc1cc(NC(=O)CSc2nc(C(C)(C)C)nc3ccccc23)no1,-6,-0.9,-2,-3,13,7,5,-0.5,-0.1,-2
Cc1cccc(N2C(=O)CC(n3ccnc3)C2=O)c1C (stereo not drawn),-1,0.5,1,2,1,17,6,-0.7,-0.6,-2
